PMI act satM6P = human PMI activators, high substrate, primary screen, biochemical, fluorescence intensity, near-saturating mannose 6-phosphate. Mannose-6-phosphate isomerase (Homo sapiens), P34949. 190,000 tested, 0.34% active. activation factor at 20 µM. AID 1216, 2008. coupled PMI enzyme assay, resazurin fluorescence, 20 min; hits give high values; 1 = untreated enzyme, 0 = substrate-free blank;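 active = activation factor of 2 or more at 20 µM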
Target sequence (P34949 whole entry, looked up): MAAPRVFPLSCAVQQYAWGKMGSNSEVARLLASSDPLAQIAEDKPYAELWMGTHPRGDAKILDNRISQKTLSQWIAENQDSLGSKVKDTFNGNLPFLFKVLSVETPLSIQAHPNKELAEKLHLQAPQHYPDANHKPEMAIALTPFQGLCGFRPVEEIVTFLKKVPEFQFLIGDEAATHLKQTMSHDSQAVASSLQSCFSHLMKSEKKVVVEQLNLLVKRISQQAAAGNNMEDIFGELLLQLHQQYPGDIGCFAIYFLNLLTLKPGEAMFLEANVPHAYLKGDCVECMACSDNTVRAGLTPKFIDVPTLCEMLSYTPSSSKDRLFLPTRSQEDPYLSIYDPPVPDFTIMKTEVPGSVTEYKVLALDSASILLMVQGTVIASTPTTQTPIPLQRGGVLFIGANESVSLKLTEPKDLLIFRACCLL
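Test system: Human PMI in coupled enzyme assay | Input: 15 ng/mL PMI | Medium: HEPES-buffered pH 7.4 with magnesium and detergent | Compound: One concentration, 20 µM, in 1% DMSO | Incubation: Enzyme reaction with compound 20 min at room temperature | Detection: Diaphorase-driven resazurin-to-resorufin fluorescence, excitation 544, emission 590 nm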
Redox H2O2 prof = compounds producing H2O2 with reducing agent – biochemical, NIH compound library profiling, artefact control for MLSCN library redox annotation, primary screen | activation, % at 10 µM | 200,000 tested, 0.03% active | AID 878, 2007 | DTT-dependent redox cycling H2O2, phenol red/HRP absorbance; 100% = 100 µM peroxide control, 0% = buffer;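 active = activation of at least 50% relative to the plate's high and low controls in the primary single-dose screen; inactive = activation below 50%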;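 note: compound incubated with DTT at 0.8 mM final as the reducing agent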
PMI act = activators of human PMI, primary screen, biochemical, fluorescence intensity, near-Km mannose 6-phosphate; activation factor at 20 µM; 190,000 tested, 0.005% active; purified human PMI, coupled resazurin fluorescence, 20 min; hits give high values; 1 = vehicle control, 0 substrate-free wells; AID 1214, 2008; Mannose-6-phosphate isomerase (Homo sapiens), P34949;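 active = activation factor of 2 or more at 20 µM, relative to plate controls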
G6PDH counter = L. mesenteroides G6PDH inhibitors, counter-screen for G6PDH-coupled screening assays, biochemical, Leuconostoc mesenteroides enzyme | 200,000 tested, 0.12% active | inhibition, % at 5 µM | Purified L. mesenteroides G6PDH, diaphorase/resazurin coupled fluorescence, 45 min | glucose-6-phosphate dehydrogenase [Leuconostoc mesenteroides]
RAM inhibit = inhibitors of the yeast RAM network, primary screen, dse1pr::URA3 reporter, 5-FOA selection | S. cerevisiae dse1pr::URA3 reporter, 5-FOA growth OD615, 2 d; analog-sensitive cbk1-as2 kinase mutant strain | inhibition, % at 50 µM | 190,000 tested, 1.8% active | AID 868, 2007;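 active = inhibition above a set limit, 3 SD over mean compound inhibition, cut at about 8.4% in these data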;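 note: 0% = DMSO-only wells with no growth and 100% = 10 µM 1-NA-PP1 full growth; inhibition rescues growth on 5-FOA so higher OD means more RAM inhibition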
Diaph act CS = compounds boosting diaphorase resazurin reduction – biochemical, uHTS, resorufin fluorescence, counter-screen for diaphorase-coupled primary assays, primary screen; Diaphorase/resazurin coupled assay, 16 min; hits give high values; 1 = vehicle wells, 0 = NADH-free wells; activation factor at 20 µM; 190,000 tested, 0.005% active;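 active = diaphorase activity raised at least twofold by the compound at 20 µM; inactive = activation factor below 2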
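Assay system: Purified diaphorase enzyme from Clostridium kluyveri | Amount: Enzyme 0.07 U/mL final | Dosing: Compound 20 µM once, DMSO 1% | Timing: 16 min reaction at room temperature | Detection: Fluorescence, excitation 544 nm and emission 590 nm | Evaluation: Higher resorufin formation from activation or reduction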
Diaphorase inh = diaphorase inhibitors and chemical oxidizers, primary screen, counter-screen for diaphorase-coupled primary assays, biochemical, uHTS, resorufin fluorescence | diaphorase resazurin-to-resorufin fluorescence, NADH, 16 min; bacterial (C. kluyveri) enzyme, not human | inhibition, % at 20 µM | 190,000 tested, 0.69% active | AID 1217, 2008;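 active = primary screen inhibition at 20 µM above a set limit, cut at about 50% in these data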;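 note: plate controls were DMSO with full reaction for no effect and wells lacking NADH for full effect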
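Benchmarks: positive control wells lacking NADH, neutral wells with DMSO only. System: bacterial diaphorase enzyme (C. kluyveri). Input: 0.14 U/mL diaphorase, enzyme working solution. Detection: resorufin fluorescence, excitation 544 nm, emission 590 nm. Times: 16-min room-temperature incubation before reading.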
Hsp70 activator = Hsp70 transcriptional activators, primary screen, cell-based, HeLa, Hsp70 promoter luciferase, luminescence, 10 µM. 200,000 tested, 0.04% active. activation, % at 10 µM. AID 1203, 2008. HeLa Hsp70 promoter luciferase reporter; scaled: vehicle 0, proteasome-inhibitor control 100%;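 active = activation above the mean across all tested compounds plus 3 SD, cutoff set per campaign, cut at about 5.5% in these data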;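 note: 100% = MG132 at 30 µM as the positive control and 0% = DMSO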
S1P3 antagonist = S1P3 receptor antagonists, primary screen, cell-based; Sphingosine 1-phosphate receptor 3 (Homo sapiens), Q99500; CHO S1P3 NFAT-BLA reporter, FRET fluorescence, antagonist mode; inhibition, % at 4.98 µM; 170,000 tested, 0.27% active; AID 485, 2006;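 active = inhibition above the plate cutoff, the mean inhibition of test wells on that plate plus 3 SD, cut at about 28% in these data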;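 note: cells challenged with S1P at its EC80 of 0.8 µM; blue over green emission ratio from cleaved BLA substrate after 4 h stimulation; 0% = S1P-stimulated wells and 100% = unstimulated DMSO-only wells; some compounds past the cut are filed as inactive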
Target sequence (Q99500 whole entry, looked up): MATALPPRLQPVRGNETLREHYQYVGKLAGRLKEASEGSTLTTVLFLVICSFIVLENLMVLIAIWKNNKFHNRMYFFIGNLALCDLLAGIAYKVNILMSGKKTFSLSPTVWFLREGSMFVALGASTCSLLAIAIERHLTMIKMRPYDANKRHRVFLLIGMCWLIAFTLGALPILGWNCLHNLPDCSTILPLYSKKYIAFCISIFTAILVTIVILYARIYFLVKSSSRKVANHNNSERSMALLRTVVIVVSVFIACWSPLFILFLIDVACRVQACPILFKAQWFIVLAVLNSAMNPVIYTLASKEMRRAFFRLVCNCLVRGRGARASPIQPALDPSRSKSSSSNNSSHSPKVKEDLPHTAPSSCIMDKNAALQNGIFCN
L major viab = Leishmania major promastigote growth inhibition, primary screen; Leishmania major promastigotes, resazurin fluorescence viability; inhibition, % at 10 µM; 200,000 tested, 9% active;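 note: promastigotes grown with compound for 44 hours at 28 °C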
TLR4 MyD88 comp = inhibitors of TLR4-MyD88 association in cells, primary screen, cell-based, HeLa CL3-4, BLA complementation, FRET ratio. Toll-like receptor 4 (Homo sapiens) + Myeloid differentiation primary response protein …. HeLa CL3-4 TLR4/MyD88 BLA complementation. inhibition, % at 8.4 µM. 200,000 tested, 0.18% active; in the data active = inhibition above about 25%;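 note: 0% = vehicle and 100% = reference inhibitor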
Active calls of the source: *; . = no result given. Cut-off read from the data, not from the text of the source, unless noted: active = inhibition above about 50%; inactive = the rest. Not a hit list. Share with any hit: about 12%.

SMILES	PMI act satM6P	Redox H2O2 prof	PMI act	G6PDH counter	RAM inhibit	Diaph act CS	Diaphorase inh	Hsp70 activator	S1P3 antagonist	L major viab	TLR4 MyD88 comp
Cc1nnc2n(Cc3ccccc3)c(=O)c3c4c(sc3n12)COC(C(C)C)C4 (stereo not drawn)	1	2.0	1.1	7	1.4	0.9	7	-0.1	.	55*	-9
Cc1nc2ccc(NC(=O)c3ccc(Br)o3)cc2s1	1	-1.8	1.1	-4	5.6	0.9	7	0.3	12	13	-23
COc1cccc(N2C(=O)CC(N3CCC(C(N)=O)(N4CCCCC4)CC3)C2=O)c1 (stereo not drawn)	1	2.6	0.9	8	1.6	0.9	9	-0.2	-12	1	2
Cc1nn(C)c(C)c1/C=N/N=C1\CCC2C3CCc4cc(O)ccc4C3CCC12C (stereo not drawn)	1	-0.2	0.8	1	0.0	0.9	10	-0.1	.	98*	-19
CCN(CC(=O)N1CCN(c2ccccc2)CC1)S(=O)(=O)c1ccc(C)cc1	0.9	-0.3	0.9	10	1.4	0.9	12	-0.1	-3	13	5
Cc1c(O)ccc(-c2[nH]ncc2-c2nc3ccccc3s2)c1O	0.9	0.6	0.8	3	5.5	0.8	23	-0.3	.	16	-3
CNC(=O)NC(=O)C(C)N1CCN(C/C=C/c2ccccc2)CC1 (stereo not drawn)	0.9	-2.1	1	5	0.9	0.9	7	-0.3	-3	9	-3
O=c1[nH]c(CN2CCC(c3nc4ccccc4s3)CC2)nc2sc3c(c12)CCC3	1	.	1	2	.	0.9	14	.	-9	.	.
Cc1cc(S(=O)(=O)N2CCN=C2c2ccccc2)c(C)cc1Cl	1.1	-0.2	1	4	2.0	1	-4	-0.2	7	-1	-14
C[C@H](NC(=O)c1nc[nH]c1C(=O)N[C@@H](Cc1ccccc1)C(=O)OCc1ccccc1)c1ccccc1	0.8	0.6	0.7	8	8.6*	0.7	35	0.9	-17	5	4
O=C(N1CCN(c2cccc(Cl)c2)CC1)C1(c2cccs2)CCOCC1	0.9	0.2	0.8	-5	-0.1	0.8	20	0.0	8	10	-1
CC1CCCCC1NCC(=O)Nc1ccccc1-c1ccccc1 (stereo not drawn)	0.9	-0.6	1	1	0.9	0.8	16	-0.5	.	29	-13
COc1ccc2oc(=O)c(C(C)=O)cc2c1	1.1	1.1	1.1	16	0.2	1	-1	-0.2	.	-2	3
NNC(=O)CCc1nc2ccc(O)cc2[nH]1	1.1	-0.6	1.1	12	0.6	1	-4	-0.3	-15	-2	3
CCOc1ccccc1-n1c(COc2ccccc2)nnc1SCC(N)=O	0.9	1.6	0.8	14	2.7	0.8	19	-0.2	10	4	8
Cc1ccc(CN2CCN(CCC(C)C)C(CCO)C2)s1 (stereo not drawn)	1	-1.0	1	10	2.0	0.9	5	0.0	8	6	-1
CCOC(=O)c1sc(NC(=O)CCCCl)nc1C	1.3	0.0	1.2	3	1.3	1.1	-7	0.1	5	-1	5
O=C(CCl)Nc1cn(-c2ccccc2)nc1-c1ccc(F)cc1	1.1	0.1	1.1	-4	1.6	0.9	8	0.1	-10	84*	16
c1ccc(COc2ccc(OCCCN3CCCC3)cc2)cc1	1.2	-0.6	1.2	6	2.0	1.1	-9	-0.2	4	100*	11
CCN(CC)c1ccc(NC(=O)COc2ccc(C#N)cc2)cc1S(=O)(=O)Nc1ccc(OC)cc1	1	-0.1	1.1	0	1.1	0.9	11	0.0	-7	40	6
CN(C)S(=O)(=O)c1ccc(S(=O)(=O)N(CC(=O)Nc2ccccc2)CC2CCCO2)cc1 (stereo not drawn)	1.1	1.4	1	13	1.5	0.9	11	0.0	-25	-7	6
O=C(Nc1ccc(C(=O)O)cc1)/C(=C\C=C\c1ccccc1)NC(=O)c1cccc(Br)c1	0.9	-0.1	0.9	17	8.2	0.8	20	1.8	-19	-4	-3
Cn1c(=O)c2c(ncn2CCCc2ccccc2)n(C)c1=O	1.1	0.7	1	2	0.5	0.9	13	0.2	-13	1	8
Cc1cc(C)nc(N/N=C/C=C/c2ccccc2)n1	1.1	0.2	1.2	-7	0.9	0.9	5	-0.2	7	-3	-1
Cn1c(SCC(N)=O)nnc1C1CCN(C(=O)NCc2ccccc2)CC1	1	3.1	0.9	-2	0.3	0.8	16	0.1	-20	-2	4
C/C=C/c1ccc(OCCOc2ccc(C=O)cc2)c(OC)c1	0.8	-0.5	0.8	-17	2.9	0.8	20	-0.1	0	82*	3
CCOCc1nnc(NC(=O)c2c(OC)cccc2OC)s1	1	0.1	0.9	16	-0.8	1	5	-0.3	.	-5	2
CCOC(=O)c1c(NCC2CCCO2)c2ccccc2[nH]c1=O (stereo not drawn)	1.1	0.0	1.1	4	0.7	1.1	-5	0.0	.	4	5
COc1ccc(CCn2c(-c3cc([N+](=O)[O-])cc([N+](=O)[O-])c3)nc3nc4ccccc4nc32)cc1	0.9	0.1	0.9	10	1.1	0.9	11	-0.3	-2	89*	-30
O=C1c2ccccc2NC(c2cn[nH]c2-c2ccccc2)N1O (stereo not drawn)	1.7	0.4	1.6	14	0.5	0.9	6	-0.3	5	-8	-7
Cc1ccc(S(=O)(=O)NC(C)(C)CSc2ncccn2)cc1	1.1	-1.3	1	10	0.9	1.2	-22	-0.2	-17	-2	-4
CN(Cc1cccc2ncccc12)C(=O)CC1C(=O)NCCN1Cc1ccc(F)cc1 (stereo not drawn)	0.7	-0.5	0.9	1	3.6	0.9	12	-0.1	-25	-9	6
O=C(Cn1cnc2ccccc2c1=O)Nc1ccc(N2CCOCC2)cc1	0.9	-1.7	1	3	2.6	1	-1	-0.1	-13	-16	3
Cc1nn(CC(=O)NCCc2ccc(Cl)cc2Cl)c(C)c1[N+](=O)[O-]	1	-0.1	1	-2	0.2	1.1	-7	-0.2	-2	-6	4
Cc1ccc(Nc2nc(N3CCN(C)CC3)nc(N)c2[N+](=O)[O-])cc1C	0.9	0.1	0.8	-1	0.7	1	3	-0.3	-7	97*	5
Cc1c(C(=O)OCC[N+]2(C)CCCCC2)oc2ccccc12	0.9	-0.6	0.8	14	-1.0	0.8	19	-0.3	-12	5	-1
COc1ccccc1C1CC(=O)Nc2cc3c(cc21)OCCO3 (stereo not drawn)	1	2.7	1	8	1.6	1	-1	-0.1	-16	12	11
O=C(O)C(c1ccccc1)C1(O)CCCC1 (stereo not drawn)	1.1	1.4	1	-1	1.4	0.9	6	-0.3	-8	-3	12
Cc1nc2oc(C(=O)c3ccc(Br)cc3)c(N)c2c2c1COC(C)(C)C2	1.2	0.8	1.3	10	1.7	0.9	10	0.1	.	2	4
CS(=O)(=O)N1CCCC(C(=O)NCCCN2CCc3ccccc3C2)C1 (stereo not drawn)	1.1	2.3	1	6	-0.3	1.1	-15	-0.1	12	0	-5

Some entries already given, showing only L major viab, Redox H2O2 prof and Hsp70 activator.
compound	L major viab	Redox H2O2 prof	Hsp70 activator
O=C(O)C(c1ccccc1)C1(O)CCCC1 (stereo not drawn)	-3	1.4	-0.3
COc1ccc(CCn2c(-c3cc([N+](=O)[O-])cc([N+](=O)[O-])c3)nc3nc4ccccc4nc32)cc1	89*	0.1	-0.3

The list continues.
SMILES	PMI act satM6P	Redox H2O2 prof	PMI act	G6PDH counter	RAM inhibit	Diaph act CS	Diaphorase inh	Hsp70 activator	S1P3 antagonist	L major viab	TLR4 MyD88 comp
C/C(CC1CC(C)(C)OC1=O)=N/Nc1nc(-c2ccccc2)cs1 (stereo not drawn)	1.5	0.0	1.2	-10	-0.8	0.8	21	0.0	2	55*	-2
COc1ccc(NC(=S)Nc2ccc(N(C)C(C)=O)cc2)cc1	0.8	0.0	0.8	10	-0.1	0.9	7	-0.3	-5	2	-8
Cc1nn(C)c(C(=O)Nc2ccc(S(=O)(=O)NC34CC5CC(CC(C5)C3)C4)cc2)c1Br	0.9	0.2	0.8	6	1.6	0.8	24	-0.4	.	43	-2
Cc1cc(SCC(N)=O)nc(SCC(=O)c2ccccc2)n1	0.9	0.7	0.9	35	3.2	0.9	8	0.0	-28	0	-1
COc1ccc(N2CCN(C(=S)Nc3cccc(C)c3)CC2)cc1	1	0.4	1.1	2	4.7	1	1	0.1	.	-4	-24
Cc1ccc(NC(=O)COC(=O)CN2CSCC2=O)cc1C	1.1	2.7	1.1	3	-1.1	0.9	7	-0.3	-21	-7	3
O=[N+]([O-])c1cccc(C(=S)N2CCN(c3ccccc3F)CC2)c1	0.9	-1.3	1	4	0.9	1	1	0.1	2	10	-2

Structures shown so far that have a nitro group on carbon:
SMILES	PMI act satM6P	Redox H2O2 prof	PMI act	G6PDH counter	RAM inhibit	Diaph act CS	Diaphorase inh	Hsp70 activator	S1P3 antagonist	L major viab	TLR4 MyD88 comp
COc1ccc(CCn2c(-c3cc([N+](=O)[O-])cc([N+](=O)[O-])c3)nc3nc4ccccc4nc32)cc1	0.9	0.1	0.9	10	1.1	0.9	11	-0.3	-2	89*	-30
Cc1nn(CC(=O)NCCc2ccc(Cl)cc2Cl)c(C)c1[N+](=O)[O-]	1	-0.1	1	-2	0.2	1.1	-7	-0.2	-2	-6	4
Cc1ccc(Nc2nc(N3CCN(C)CC3)nc(N)c2[N+](=O)[O-])cc1C	0.9	0.1	0.8	-1	0.7	1	3	-0.3	-7	97*	5
O=[N+]([O-])c1cccc(C(=S)N2CCN(c3ccccc3F)CC2)c1	0.9	-1.3	1	4	0.9	1	1	0.1	2	10	-2
